FXIa single inh = blocks human coagulation factor XIa activity; purified human FXIa, fluorogenic AMC substrate cleavage; inhibition, % at 10 µM; hit rate 0.3% among 33,000; AID 687;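 active = inhibition above 40% in the primary screen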;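 note: 0% = enzyme without compound and 100% = blank wells lacking enzyme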
Target sequence (P03951 19-387 limits assumed): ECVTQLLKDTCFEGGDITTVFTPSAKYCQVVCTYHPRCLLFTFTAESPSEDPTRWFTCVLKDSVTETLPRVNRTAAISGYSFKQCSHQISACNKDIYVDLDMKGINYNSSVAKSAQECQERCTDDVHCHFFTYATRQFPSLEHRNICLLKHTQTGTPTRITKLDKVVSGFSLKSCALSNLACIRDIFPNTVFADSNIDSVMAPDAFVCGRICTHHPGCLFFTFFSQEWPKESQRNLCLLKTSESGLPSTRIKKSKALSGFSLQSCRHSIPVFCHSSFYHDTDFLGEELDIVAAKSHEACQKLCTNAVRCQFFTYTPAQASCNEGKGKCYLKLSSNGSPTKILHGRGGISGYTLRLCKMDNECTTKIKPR
Target sequence (P03951 388-625 limits assumed): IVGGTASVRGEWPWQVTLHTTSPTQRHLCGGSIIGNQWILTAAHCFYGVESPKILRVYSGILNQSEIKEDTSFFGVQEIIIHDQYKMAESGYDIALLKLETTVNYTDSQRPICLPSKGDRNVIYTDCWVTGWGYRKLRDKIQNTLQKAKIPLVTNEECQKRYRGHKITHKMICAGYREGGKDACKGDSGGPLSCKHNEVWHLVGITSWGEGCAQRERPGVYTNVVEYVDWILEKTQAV
FXIIa single = blocks human coagulation factor XIIa activity. P00748. purified human FXIIa, AMC substrate fluorescence, 2 h. inhibition, % at 10 µM. hit rate 0.2% among 33,000; in the data active = inhibition above about 30%;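 note: 0% = enzyme with vehicle only and 100% = no enzyme blank; many of its hits are not listed in these tables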
* = called active by the depositor. An excerpt (hit frequency here may not be typical).

SMILES	FXIa single inh	FXIIa single
Cc1ccc2cc(CN(Cc3ccc4c(c3)OCO4)Cc3nnnn3Cc3ccco3)c(=O)[nH]c2c1C	-2.2	6.5
CN(Cc1cccs1)C(=O)CSc1nnnn1C	-8.4	2.7
O=C(O)CCc1ccc(-c2cccs2)n1NC(=O)c1ccc(Cl)cc1Cl	12.0	-9.3
CCN(CC)Cc1c(O)c(Cl)cc2c3c(c(=O)oc12)CCCC3	-10.8	-86.1
Cc1nn(-c2ccccc2)c2c1P(=O)(O)/C(=C1\N(C)c3ccccc3C1(C)C)C=N2	2.0	12.0
c1ccc(C2Nc3ccccc3-c3nc4ccccc4n32)cc1 (stereo unspecified)	-14.3	-27.0
CCOc1cc(-c2nc(-c3ccccc3OC)no2)cc(OCC)c1OCC	-6.6	2.5
Cc1ccc(N(CC(=O)NCCSCc2ccco2)S(C)(=O)=O)cc1	-3.4	28.9
CN(C)CCCN1c2ccccc2CCc2ccc(Cl)cc21	-0.9	3.2
Cc1c(C(=O)/C=C/c2cccs2)oc2ccc(F)cc12	2.4	11.2
Cc1ccc(-c2noc(CSc3nnc(Cc4ccccc4)n3-c3ccc(Cl)cc3)n2)cc1	-7.6	11.5
CCc1cc2c(cc3c(=O)n(CC(=O)NCCCN(CC)CC)nc(CC)n32)s1	29.4	-14.8
C=C(C)CSc1nncn1/N=C/c1ccc(OC)cc1	-3.6	2.5
Cc1cc(C)nc(SCC(=O)Nc2ccc(N3CCOCC3)cc2)n1	0.9	1.7
CS/C(=C\[N+](=O)[O-])Nc1ccccc1	4.2	4.0

Part of the list above in order of SMILES length, falling.
SMILES	FXIa single inh	FXIIa single
Cc1nn(-c2ccccc2)c2c1P(=O)(O)/C(=C1\N(C)c3ccccc3C1(C)C)C=N2	2.0	12.0
O=C(O)CCc1ccc(-c2cccs2)n1NC(=O)c1ccc(Cl)cc1Cl	12.0	-9.3
Cc1cc(C)nc(SCC(=O)Nc2ccc(N3CCOCC3)cc2)n1	0.9	1.7
c1ccc(C2Nc3ccccc3-c3nc4ccccc4n32)cc1 (stereo unspecified)	-14.3	-27.0
CN(Cc1cccs1)C(=O)CSc1nnnn1C	-8.4	2.7

Continued.
SMILES	FXIa single inh	FXIIa single
CC1(C)CN(O)CCN1O	21.3	1.3
N#C/C(C(=O)NCc1ccco1)=C1/SC(Cc2ccc(Cl)cc2)C(=O)N1c1ccccc1 (stereo unspecified)	6.3	8.4
N#C/C(=C\c1cn(-c2ccccc2)nc1-c1cccnc1)c1nnc2n1CCCCC2	-6.3	7.0
CCNc1oc(-c2ccc(OC)cc2)nc1S(=O)(=O)c1ccc(Br)cc1	17.2	-9.6
CCOC(=O)c1ccccc1NC(=O)N1CCn2c(C)ccc2C1CC (stereo unspecified)	2.2	-18.6
CCCc1nc(N2CCOCC2)c(C#N)c2c1CCCC2	-1.2	5.0
COc1cc(C)c(Cl)cc1S(=O)(=O)NCc1ccncc1	4.0	6.3
CSc1nc(C)c(Oc2ccccc2)c(=O)n1C	-2.9	1.4
O=C1CN(C(=O)c2ccc(Br)o2)C(c2ccc(F)cc2)c2cc(F)ccc2N1 (stereo unspecified)	3.5	8.4
CC1CC(=O)c2cnc(N)nc2C1 (stereo unspecified)	-0.9	3.1
Cc1ccccc1OCc1nc(-c2ccc(Br)o2)no1	1.0	0.1
Cc1ccc(C(=O)O/N=C(\N)c2ccc(Br)cc2)cc1	24.6	-17.1
O=C(CCCOc1ccc(Cl)cc1Cl)n1nnc2ccccc21	10.2	3.0
OCCNCCOc1ccccc1-c1ccccc1	13.6	-12.3
O=C(C1CCCO1)N1CCN(c2ncccn2)CC1 (stereo unspecified)	0.8	1.2
Cc1ccc(-n2nnnc2SCC(=O)NC(=O)Nc2ccc3c(c2)OCCO3)cc1	-2.5	2.6
Cc1ccc(S(=O)(=O)N2CCN(C(=O)c3nn(C(C)C)c(=O)c4ccccc34)CC2)cc1C	-0.1	4.7
CCOc1ccc(NS(=O)(=O)c2ccc(NS(=O)(=O)c3ccccc3)cc2)cc1	12.5	6.4
CCn1c(-c2cc(Cl)ccc2OC)n[nH]c1=S	-11.3	1.2
CSc1nc(N2CCOCC2)c2c3c(sc2n1)CCC3	0.3	3.6
Nc1nc(CSCCO)nc(Nc2ccc(F)cc2)n1	7.1	21.1
C=CCNC(=O)c1ccc(Cl)cc1Cl	5.8	5.1
O=C(NC1CCCCC1)C(Cc1ccccc1)NS(=O)(=O)c1cccs1 (stereo unspecified)	-5.9	6.1
CCOC(=O)C1CCN(C(=O)NC23CC4CC(CC(C4)C2)C3)CC1	0.1	11.2
CCOC(=O)CSc1nnc(SCCN2C(=O)c3ccccc3C2=O)s1	10.9	6.3
C/C(Cl)=C\Cn1c(Nc2ccccc2)nc2c1c(=O)n(C)c(=O)n2C	-3.3	5.4
COC(=O)c1c(NC(=O)CSc2nc(-c3ccco3)cc(C(F)(F)F)n2)sc2c1CCCC2	-5.2	4.6
CC(C)CCNC(=O)C1CCCCN1S(=O)(=O)c1ccc(F)cc1 (stereo unspecified)	12.9	28.3
Cc1ccc(O)c(Sc2cc(C)ccc2O)c1	-4.9	0.1
CC1(C)CC(=O)C2=C(C1)c1c(ccc3ccccc13)NC2c1ccc(Br)o1 (stereo unspecified)	-7.2	-1.2
COCCNC(=O)COC(=O)c1[nH]c(C)c(C(C)=O)c1C	0.2	14.1
O=C(Nc1ccc(F)cc1)NC1(C(=O)NCc2ccc3c(c2)OCO3)CCCCC1	-3.3	4.4
CC(C)(C)NCC(O)COCc1ccc(Cl)cc1 (stereo unspecified)	0.3	4.8
O=C(CCn1nc(-c2ccc(Cl)cc2)c2ccccc2c1=O)NCC1CCCO1 (stereo unspecified)	-2.4	1.9
Cc1nn(CC(=O)N2CCN(Cc3ccccc3)CC2)c(=O)c2ccccc12	0.1	4.9
CC1Cc2nc(SCC(=O)c3ccccc3)n(Cc3ccccc3)c(=O)c2S1 (stereo unspecified)	3.4	8.1
O=C(c1cccc(C(F)(F)F)c1)N1CCOC12CCN(c1ncc(C(F)(F)F)cc1Cl)CC2	4.5	4.2
CCOC(=O)c1c(N)sc(C(=O)N2CCCCC2)c1C	-6.4	5.9
CCC(=O)Nc1ccccc1Nc1cc(C#N)c(C#N)cc1[N+](=O)[O-]	-4.8	2.3
Cc1ccc(S(=O)(=O)NC(C)C(=O)Nc2ccccc2C(=O)N2CCCC2)cc1 (stereo unspecified)	-5.5	5.2
COc1ccccc1NC(=O)CSC(N)=O	12.7	-14.9
Cc1coc2c(C)c3oc(=O)c4c(c3cc12)CCC4	2.3	7.8
CN1C(=O)C(O)(C2OC(C)(C)CCC2=O)c2ccccc21 (stereo unspecified)	-7.5	5.9
O=C(CCCN1C(=O)CCC1=O)Nc1ccc(Cl)c(C(F)(F)F)c1	-0.2	-12.4
Cc1ccc(-n2nnnc2-c2cnoc2-c2cccc(F)c2)cc1	5.7	1.7
Cc1cc(=O)[nH]c(SCC(=O)Nc2ccc(S(=O)(=O)N3CCCCC3)cc2)n1	9.7	7.9
O=C(NCCCN1CCOCC1)C1CCC(=O)N1C1CCCCC1 (stereo unspecified)	3.5	8.1
O=C(Nc1ccncc1)Nc1ccccn1	-6.5	4.1
Cc1c(NS(=O)(=O)c2ccc3c(c2)c(=O)n(C)c(=O)n3C)c(=O)n(-c2ccccc2)n1C	3.6	8.0
COc1ccc(C2=CSC3=C(C(=O)c4cccc(S(=O)(=O)N(C)C)c4)CCN23)cc1	4.2	7.5
O=C(CSc1nnc(-c2ccco2)o1)N1c2ccccc2CCc2ccccc21	3.4	-10.8
CC1=C(C(=O)Nc2ccc(F)cc2)C(c2ccncc2)C2=C(CCCC2=O)N1 (stereo unspecified)	3.7	6.9
CCOC(=O)CN1C(=O)C(O)=C(C(C)=O)C1c1ccc([N+](=O)[O-])cc1 (stereo unspecified)	19.3	-12.1
COC(=O)C1=C(C)NC(=O)/C1=C\c1cc(C)n(-c2cccc(C)c2)c1C	1.2	3.7
O=C1NCC(O)=C1C=NC12CC3CC(CC(C3)C1)C2	15.9	-8.6
Nn1c(Cc2ccccc2F)nnc1SCn1nnc2ccccc2c1=O	-5.5	3.2
Cn1c(=O)c2c(nc(Oc3ccccc3)n2C)n(C)c1=O	0.9	-3.0
O=[N+]([O-])c1cccnc1N1CCC(c2cc(-c3ccc(Cl)cc3)n[nH]2)CC1	0.2	6.0
Cc1cc(C)nc(SCCN2CCOCC2)n1	-6.5	7.4
CCOC(=O)N1CCC(N2CCN(S(=O)(=O)c3ccc(Cl)cc3)CC2)CC1	5.3	14.3
The list goes on:
SMILES	FXIa single inh	FXIIa single
CC(C)OC(=O)CC(=O)CSc1nc2c(cc1C#N)CCCCCC2	-11.7	-3.9
COc1cccc(N2CCN(c3c(C#N)c(C(F)(F)F)nn3C)CC2)c1	-9.7	-8.7
CC(=O)Nc1ccc(S(=O)(=O)NCc2ccc(C(=O)NCc3ccc(Cl)cc3)cc2)cc1	5.0	9.9
O=C(NCc1cccnc1)c1ccc(S(=O)(=O)N2CCCCC2)cc1	12.3	22.4
Cc1ccc(C(=O)Nc2cnc3ccccc3c2)cc1	20.8	-14.6
Cc1ccc(C2C3=C(CC(C)(C)CC3=O)Nc3onc(C)c32)cc1 (stereo unspecified)	0.6	18.1
COc1ccc(Nc2ncnc3c2cnn3Cc2ccc(C)cc2)cc1	1.9	-4.4
CCOC(=O)CC(=O)CSc1nc2c(cc1C#N)CCCCC2	-3.6	-1.8
COc1nnc(-c2ccc(N3CCOCC3)c(NC(=O)c3ccco3)c2)c2ccccc12	0.9	11.4
CCc1cccc(CC)c1NC(=O)CN1CC(C)SC1=NC1CCCCC1 (stereo unspecified)	7.1	6.1
CCC(=O)N1CCc2cc(S(=O)(=O)N3CCN(c4ccccn4)CC3)ccc21	-2.0	-0.4
CCC(C)NC(=O)C1c2ccccc2C(=O)N1Cc1ccc(OC)cc1OC (stereo unspecified)	1.4	2.3
COCCCNC(=O)c1cc2c(=O)n3cccc(C)c3nc2n(C(C)C)c1=N	-22.4	-53.6
O=C1/C(=C\Nc2ccc(OC(F)(F)F)cc2)CCN1c1ncccn1	-1.4	16.0
CCSc1nnc2n(-c3ccc(OC)cc3)c(=O)c3c4c(sc3n12)CCCC4	2.3	10.7
COc1ccc(-c2cn(-c3ccc(C)cc3)c(=O)n2CC(=O)Nc2ccc(OC)c(OC)c2)cc1	-1.7	3.8
N#C/C(=C\c1ccc(Cl)cc1)c1n[nH]c(Cn2cncn2)n1	3.5	2.4
Cc1nn(C(C)(C)C)c(OC(=O)c2ccc(Br)o2)c1Sc1ccccc1	-6.8	3.4
CCCC(=O)Nc1sc2c(c1C#N)CC(C)(C)NC2(C)C	-2.5	-14.8
Clc1ccc(C2=Nn3c(nnc3-c3cccs3)SC2)cc1	-2.1	2.3
Cc1cc(C)nc(Nc2ccc(N3CCCC3)cc2)n1	0.0	-0.6
S=c1[nH]nc(-c2ccccc2Cl)n1CC1CCCO1 (stereo unspecified)	-0.3	3.3
c1ccc(CC2CCN(c3nc4ccccc4n4cnnc34)CC2)cc1	-2.3	12.3
Cc1ccsc1C(=O)N(c1nc2ccccc2s1)c1c(C)cccc1C	-11.1	3.2
CCc1cccc(CC)c1-n1c(SCc2cc(=O)n3ccsc3n2)nnc1-c1cccnc1	4.7	6.5
CCOC(=O)N1CCN(C(=O)CN(C2CCCCC2)S(=O)(=O)c2ccc(Cl)cc2)CC1	8.2	3.6
COc1ccc(N(C(C)=O)S(=O)(=O)c2cccs2)cc1	-5.9	3.9
O=C1CN=C(Nc2ccccc2Cl)N1c1ccccc1	-9.1	-4.2

Entries of single compounds, quoted from the list. Screens in order: FXIa single inh	FXIIa single
Cc1nn(C(C)(C)C)c(OC(=O)c2ccc(Br)o2)c1Sc1ccccc1 is entered as -6.8	3.4
N#C/C(=C\c1ccc(Cl)cc1)c1n[nH]c(Cn2cncn2)n1 is entered as 3.5	2.4
O=C1CN=C(Nc2ccccc2Cl)N1c1ccccc1 is entered as -9.1	-4.2
COc1ccc(-c2cn(-c3ccc(C)cc3)c(=O)n2CC(=O)Nc2ccc(OC)c(OC)c2)cc1 is entered as -1.7	3.8
c1ccc(CC2CCN(c3nc4ccccc4n4cnnc34)CC2)cc1 is entered as -2.3	12.3

Bioassay records as filed in PubChem BioAssay.
